# P. falciparum M1AAP = P. falciparum M1AAP inhibitors, biochemical, fluorogenic H-Leu-NHMec substrate, 1536-well (AID 1445); recombinant M1AAP, H-Leu-NHMec fluorogenic kinetic assay; higher % means a stronger effect; one-dose inhibition, % at 30 µM; IC50 in µM for titrated hits; 220,000 tested, 0.42% active;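 active = primary inhibition above the hit cutoff, then over 50% inhibition at one or more dose response concentrations, cut at about 23% in these data, passing the limit was not always enough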;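 note: plate controls were DMSO full reaction for no effect and no enzyme background for full effect; strong numbers were not always called active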
# Siah-1 displacement = Siah-1 peptide-binding antagonists, primary screen, biochemical, fluorescence polarization, rhodamine-plectin, uHTS (AID 1817); Siah-1 / rhodamine-plectin peptide fluorescence polarization; higher % means a stronger effect; one-dose displacement, % at 20 µM; IC50 in µM for titrated hits; 290,000 tested, 0.02% active;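 active = displacement of at least 50% at 20 µM, with a fluorescence ratio check between 0.3 and a set limit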;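 note: plate controls were Siah plus tracer with DMSO for no effect and tracer alone without Siah for full effect; strong numbers were not always called active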
# NOD2 inhibition = NOD2 signaling inhibitors, cell-based, luminescence, uHTS, HEK293 (AID 1566) | 290,000 tested, 0.63% active | inhibition, % at 4 µM; hits with a dose series show EC50 in µM | HEK293 NOD2/NF-kB luciferase reporter, luminescence; higher % means a stronger effect; note: many of its hits are not listed in these tables
# LYP phosphatase = PTPN22 lymphoid phosphatase activity blockers – biochemical, fluorescence intensity, uHTS (AID 1779); recombinant LYP phosphatase, fluorescence intensity; higher % means a stronger effect; 290,000 tested, 0.054% active; inhibition, % at 11.5 µM; hits with a dose series show IC50 in µM;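 note: plate controls were vehicle with enzyme for no effect and no enzyme for full effect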
# Lipid droplet = modulators of hepatic lipid droplet formation | 240,000 tested, 0.4% active | AID 1656 | AML12 mouse hepatocytes, oleate lipid droplets, BODIPY imaging | inhibition, % at 6.5 µM;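 active = lipid droplet intensity inhibited by at least 50%, with more than 500 cells counted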
#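 Test system: AML12 hepatocytes (mouse); reagent: oleate loading, 100 µM; dosing: one dose, 6.5 µM compound; incubation: overnight exposure; signal: fluorescence imaging, 20x objective, two fields per well; read-out basis: % inhibition of corrected integrated BODIPY droplet signal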
# P. falciparum M17LAP = P. falciparum M17LAP inhibitors, primary screen, biochemical, fluorogenic H-Leu-NHMec substrate, 1536-well (AID 1619); 220,000 tested, 0.38% active; recombinant M17LAP, H-Leu-NHMec fluorogenic kinetic assay; higher % means a stronger effect; one-dose inhibition, % at 30 µM; IC50 in µM for titrated hits;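 active = compound inhibiting the enzyme by more than half at any dose during confirmatory dose-response retesting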;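 note: plate controls were full reaction with DMSO carrier for no effect and no enzyme background for full effect; strong numbers were not always called active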
# ER stress rescue = protection against thapsigargin-triggered cell killing – 384-well, CSM14.1, ATP luminescence, primary screen (AID 1222); 190,000 tested, under 10 active; cellular ATP content (survival), % at 20 µM; hits with a dose series show EC50 in µM; CSM14.1 thapsigargin-induced death rescue, ATP luminescence; higher % means a stronger effect;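 active = EC50 below 50 µM in the dose-response confirmation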;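 note: death triggered by thapsigargin at about 15 µM added after 2 h compound pretreatment; cell ATP read after overnight thapsigargin exposure of roughly 18 to 22 hours; normalized against plate controls of thapsigargin alone and 5% DMSO vehicle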
# XIAP antagonists = small molecules displacing peptide from XIAP – biochemical, IAP family, fluorescence polarization (AID 1018); XIAP BIR domain, fluorescence polarization peptide displacement; higher % means a stronger effect; one-dose displacement, % at 20 µM; IC50 in µM for titrated hits; 200,000 tested, 0.007% active; in the data active = displacement above about 50%; note: a part of the inactive calls stands beside numbers as strong as those of hits
# AID2073 = disruptors of CaV2.2 binding to Mint1 – biochemical, HTRF (AID 2073); HTRF protein-protein interaction, Mint1-CaV2.2; higher % means a stronger effect; inhibition, % at 20 µM, or IC50 in µM where a hit was titrated; 290,000 tested, 0.19% active; in the data active = inhibition mostly above about 51%, no sharp cut-off; note: some results filed as inactive read as strong as hits
# Lipid droplet cells 6.5 µM = further read-out of Lipid droplet, marked with its call; cell count; measured here: cell count, cytotoxicity flag;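 cells counted across two imaged fields per well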
# The depositor's hits bear a star; · = no result given. Cut-off read from the data, not from the text of the source, unless noted: active = inhibition above about 50%; inactive = the rest.
No.	SMILES	P. falciparum M1AAP	Siah-1 displacement	NOD2 inhibition	LYP phosphatase	Lipid droplet	Lipid droplet cells 6.5 µM	P. falciparum M17LAP	ER stress rescue	XIAP antagonists	AID2073
1	CCCc1c(C)nc(N2CCN(c3ccccc3F)CC2)[nH]c1=O	·	13.2%	21.5%	-9.9%	1.7	802	·	·	·	7.3%
2	Nc1cc(C(F)(F)F)ccc1C(=O)O	4.5%	-0.6%	11.1%	4.5%	-1.0	715	-46.4%	0.6%	-4.6%	3.5%
3	CCOC(=O)/C(C#N)=C/c1cc(C)n(-c2ccc(Br)cc2)c1C	-1.0%	0.3%	-6.2%	-7.3%	3.6	757	-8.3%	0.1%	-4.7%	25.4%
4	CCn1c(SC(C)C(=O)O)nnc1-c1cccnc1 (stereo unspecified)	7.5%	-1.4%	-8.7%	-3.5%	-14.4	832	3.7%	3.4%	-2.6%	-5.0%
5	CCOC(=O)N1CCN(c2ccc(C(=O)c3cccc(F)c3)cc2)CC1	2.9%	1.1%	22.8%	-1.3%	-10.8	785	-11.5%	1.4%	2.2%	9.6%
6	COc1cc(Cl)ccc1OCc1cc(C(=O)N2C[C@]3(C)C[C@H]2CC(C)(C)C3)no1	·	0.8%	-11.7%	-3.2%	-1.9	868	·	·	·	4.2%
7	Cc1ccc(C)c(S(=O)(=O)NNC(=O)Nc2ccccc2Cl)c1	·	0.4%	5.3%	-0.8%	22.1	599	·	·	·	5.0%
8	CC(Nc1ccc2c(c1)OCCO2)C(=O)N1CCc2ccccc21 (stereo unspecified)	1.9%	-1.7%	-2.1%	0.5%	3.1	704	0.1%	-1.6%	-4.2%	-13.4%
9	CC12CC3CC(C)(C1)CC(C(=O)NC(=S)N1CCOCC1)(C3)C2	13.3%	-2.6%	17.2%	-7.2%	·	·	17.1%	-0.1%	-2.0%	-45.8%
10	Cc1ccc(S(=O)(=O)N2CCN(c3cnn(-c4ccccc4)c(=O)c3Cl)CC2)cc1	10.0%	3.4%	14.6%	-4.1%	-16.9	576	-1.9%	0.6%	-4.5%	-0.8%
11	O=C(NCCCO)C(=O)NCC(c1ccc2c(c1)OCO2)N1CCN(c2ccc(F)cc2)CC1 (stereo unspecified)	·	-0.6%	-1.2%	-10.4%	14.2	759	·	·	·	1.7%
12	CCOC(=O)c1c(NC(=O)c2cccs2)sc(C)c1C	4.0%	-1.7%	11.8%	-12.0%	-7.8	731	6.6%	-0.1%	-7.9%	24.7%
13	Nc1ncnc2nc(N3CCN(C(=O)c4ccccc4)CC3)[nH]c12	0.9%	-1.7%	3.9%	4.1%	·	·	-0.9%	-1.3%	-0.2%	-8.8%
14	COc1cccc(C(=O)NCC(=O)N2CCC3(CC2)NCCc2[nH]cnc23)c1OC	·	2.7%	10.4%	4.9%	2.4	714	·	·	·	-5.0%
15	CCC1(CC)C(=O)N=C2c3ccccc3C(=O)N21	9.2%	-7.2%	-11.3%	-1.6%	·	·	-0.4%	-0.3%	-0.8%	1.7%
16	COc1ccc(-c2noc(-c3ccccc3C(=O)Nc3cccc(OC)c3)n2)cc1	-0.2%	1.1%	-10.6%	-4.7%	·	·	1.1%	-2.2%	-5.3%	6.9%
17	COc1ccc(C(=O)CSc2nnc(-c3ccco3)n2C)cc1	3.3%	16.6%	13.6%	-6.1%	0.4	741	26.7%	1.4%	-0.9%	-3.6%
18	CCOC(=O)c1c(S(=O)(=O)NCc2ccc(C)o2)c(C)n(C)c1C	·	-1.0%	6.1%	-7.4%	-0.7	660	·	·	·	31.4%
19	COC(=O)CSc1nnc(CNC(=O)c2ccc(OC)cc2OC)n1C	-5.8%	4.3%	6.7%	-6.8%	·	·	2.2%	-0.2%	-2.6%	-4.6%
20	O=C(NC(Cc1c[nH]c2ccccc12)c1nnc2n1CCCCC2)c1ccccc1Cl (stereo unspecified)	-5.1%	-2.7%	13.2%	-3.5%	·	·	0.3%	-2.0%	-6.7%	-3.0%
21	O=C(Cc1ccccc1)N/N=C/c1cc(Br)c(Br)o1	2.8%	0.5%	-34.7%	0.8%	·	·	1.1%	1.5%	0.2%	-5.4%
22	Cc1cc(C)cc(N(CC(=O)NCc2ccco2)S(=O)(=O)c2c(C)noc2C)c1	12.9%	0.2%	-0.5%	-3.4%	·	·	1.4%	-0.7%	-1.6%	-6.2%
23	CC(=O)Nc1nnc(-c2c(-c3c(Cl)cccc3Cl)noc2C)o1	-0.8%	7.6%	-6.9%	-6.1%	21.6	699	1.0%	·	·	2.0%
24	CCOC(=O)C1CCCN(c2cc(=O)n(-c3ccccc3Cl)c(=O)[nH]2)C1 (stereo unspecified)	5.6%	-1.0%	1.9%	-2.3%	-31.5	627	10.2%	-2.9%	-2.4%	-5.9%
25	Cc1ccc(S(C)(=O)=NC(=O)c2cc(C)on2)cc1 (stereo unspecified)	-4.3%	-4.4%	9.6%	-10.9%	8.5	751	4.1%	·	·	7.5%

# 5 entries out of the list above, ordered by the value under AID2073, smallest number first:
no. | SMILES | AID2073
24 | CCOC(=O)C1CCCN(c2cc(=O)n(-c3ccccc3Cl)c(=O)[nH]2)C1 (stereo unspecified) | -5.9%
4 | CCn1c(SC(C)C(=O)O)nnc1-c1cccnc1 (stereo unspecified) | -5.0%
17 | COc1ccc(C(=O)CSc2nnc(-c3ccco3)n2C)cc1 | -3.6%
2 | Nc1cc(C(F)(F)F)ccc1C(=O)O | 3.5%
18 | CCOC(=O)c1c(S(=O)(=O)NCc2ccc(C)o2)c(C)n(C)c1C | 31.4%

# (next part)
No.	SMILES	P. falciparum M1AAP	Siah-1 displacement	NOD2 inhibition	LYP phosphatase	Lipid droplet	Lipid droplet cells 6.5 µM	P. falciparum M17LAP	ER stress rescue	XIAP antagonists	AID2073
26	O=C(CSc1ccc(Cl)cc1Cl)N1CCC(c2nc3ccccc3s2)CC1	-2.7%	0.9%	12.4%	-1.4%	·	·	-8.2%	6.5%	-2.4%	-8.2%
27	Cc1c(Cl)cccc1NC(=O)c1ncn[nH]1	5.9%	7.7%	2.7%	-3.0%	16.2	714	11.4%	·	·	-6.5%
28	Cc1ccc(OCc2nc(C#N)c(N3CCCC3)o2)cc1	1.8%	19.7%	26.7%	-0.4%	-0.5	704	2.5%	-2.0%	-4.9%	8.2%
29	COc1ccc(C(=O)NC(=O)COC(=O)C2COc3ccccc3O2)cc1 (stereo unspecified)	-1.3%	0.1%	2.8%	-4.9%	-0.7	781	-0.7%	-1.2%	-5.5%	9.1%
30	CCOC(=O)c1ccc(-n2c(C)nc3c(cnn3-c3ccc(Cl)cc3)c2=O)cc1	-0.5%	-2.8%	30.9%	-2.1%	11.6	812	-1.8%	0.6%	-6.6%	40.1%
31	CCC(=O)Nc1ccc(C(=O)NNC(=O)C(c2ccccc2)c2ccccc2)cc1	1.9%	12.2%	-24.3%	-10.0%	-0.9	609	5.4%	-2.5%	-7.5%	11.4%
32	Cc1ccc(NC(=O)C2CCN(S(=O)(=O)c3ccc4c(c3)NC(=O)C(C)S4)CC2)cc1Cl (stereo unspecified)	·	-8.9%	8.36µM*	-4.2%	-55.8	547	·	·	·	20.2%
33	O=C(NCc1ccccc1F)c1cc(=O)[nH]c2ccccc12	·	3.1%	-17.7%	-10.8%	3.7	826	·	·	·	-5.7%
34	COc1ccc([N+](=O)[O-])cc1NC(=O)C(C)N1CCN(C(=O)c2ccco2)CC1 (stereo unspecified)	3.3%	-3.4%	28.0%	-4.5%	-4.7	614	-7.9%	0.6%	3.1%	21.2%
35	CSC1=NCCN1C(=O)c1ccc(C)cc1	6.0%	4.1%	-0.7%	-9.1%	9.0	764	5.2%	-1.5%	-5.2%	-1.9%
36	CC(Sc1ncc(C#N)c(N)n1)C(=O)Nc1ccccc1 (stereo unspecified)	6.1%	5.5%	7.8%	-5.0%	-2.2	670	9.9%	-0.8%	-5.1%	-1.3%
37	Cc1ccc(N(C(=O)CNC(=O)c2ccco2)C(C(=O)NC2CCCCC2)c2cccnc2)cc1F (stereo unspecified)	·	-0.4%	-2.7%	-8.9%	-15.7	799	·	·	·	5.1%
38	Cn1c(SCC(=O)NC(=O)NCc2ccco2)nnc1-c1ccccc1	-3.4%	9.2%	11.4%	4.4%	·	·	0.3%	-1.2%	-5.2%	47.2%
39	O=C(CSc1nc2ccccc2c(=O)n1CC1CCCO1)NCc1ccc2c(c1)OCO2 (stereo unspecified)	16.1%	16.2%	2.7%	-1.0%	-13.4	701	-7.8%	2.2%	-3.6%	2.8%
40	N#Cc1c(N2CCN(C(=O)c3ccccc3)CC2)nc(-c2ccccc2)c2c1CCCC2	10.1%	-1.2%	13.4%	1.8%	-30.7	778	-3.1%	2.2%	0.5%	25.3%
41	CN(c1ccccc1)S(=O)(=O)c1cccc(NC(=O)CSc2n[nH]c(N)n2)c1	8.4%	-0.6%	22.7%	0.8%	30.7	781	4.7%	·	·	3.1%
42	O=C1c2ccccc2C(=O)c2c1ccc(C(=O)N1CCCCC1)c2NCCO	12.4%	2.9%	17.0%	-5.8%	·	·	8.8%	-1.8%	0.3%	-13.1%
43	O=C(/C=C/c1ccc(OCCCF)cc1)N1CCN(Cc2ccccc2)CC1	·	3.8%	44.6%	-6.2%	-18.0	409	·	·	·	-0.9%
44	NS(=O)(=O)c1ccc(CCNC(=O)c2ccc([N+](=O)[O-])s2)cc1	·	-4.0%	36.0%	-1.2%	-1.9	814	·	·	·	0.7%

# Single records (already shown). Values in the order: P. falciparum M1AAP	Siah-1 displacement	NOD2 inhibition	LYP phosphatase	Lipid droplet	Lipid droplet cells 6.5 µM	P. falciparum M17LAP	ER stress rescue	XIAP antagonists	AID2073
# `CSC1=NCCN1C(=O)c1ccc(C)cc1` is listed as 6.0%	4.1%	-0.7%	-9.1%	9.0	764	5.2%	-1.5%	-5.2%	-1.9%
# `CCC1(CC)C(=O)N=C2c3ccccc3C(=O)N21` is listed as 9.2%	-7.2%	-11.3%	-1.6%	·	·	-0.4%	-0.3%	-0.8%	1.7%
# `COc1cccc(C(=O)NCC(=O)N2CCC3(CC2)NCCc2[nH]cnc23)c1OC` is listed as ·	2.7%	10.4%	4.9%	2.4	714	·	·	·	-5.0%

# Compound activity deposited in PubChem BioAssay by several laboratories.

# These rows are one share of the data; count on the stated rates, not on these rows.
